Screens from PubChem BioAssay.
CF NFkB block = inhibitors of PAF-induced NF-kB signaling, primary screen, cell-based, GFP fluorescence, uHTS | KKLEB NF-kB-GFP reporter, GFP fluorescence overnight | inhibition, % at 5 µM | actives 0.86% (n = 360,000);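 active = at least 50% inhibition at 5 µM, scaled per plate between neutral and stimulator controls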;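 also: PAF is a Pseudomonas aeruginosa culture filtrate used as stimulus; plate controls were PAF-stimulated DMSO wells for no effect and unstimulated DMSO wells for full effect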
TRAIL sens C8 = viability loss with TRAIL in NB7+C8 cells, primary screen, TRAIL sensitizer project, cell-based, ATPlite luminescence. actives 1% (n = 360,000). inhibition (viability loss, TRAIL sensitization), % at 10 µM;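 active = compounds causing at least 50% loss of cell viability in the single-dose screen, relative to plate controls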
TWEAK Fn14 block = inhibitors of TWEAK-Fn14 signaling, primary screen, luciferase reporter cells, uHTS; actives 2% (n = 360,000); TWEAK-stimulated Fn14 reporter cells, luciferase luminescence, 8 h; AID 1159606, 2016; inhibition, % at 10 µM; in the data active = inhibition above about 50%
KKLEB tox = cytotoxicity in KKLEB CF airway cells, primary screen, cytotoxicity control for CF NF-kB inhibitor project, cell-based, uHTS, fluorescence assay plates; AID 602141, 2011; actives 0.36% (n = 360,000); activity change (cytotoxicity), % at 5 µM; KKLEB CF airway cells viability, ATPlite luminescence, overnight; active compounds read low; cells stimulated with P. aeruginosa culture filtrate;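 active = corrected activity change at or below -50% at 5 µM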
SRC2 inh = inhibition of GAL4-SRC2 driven luciferase reporter, primary screen, SRC2 inhibitor project, cell-based, luminescence. actives 0.17% (n = 370,000). inhibition, % at 9 µM. HEK293 GAL4-SRC2 luciferase reporter. Nuclear receptor coactivator 2 (Homo sapiens), Q15596;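 active = inhibition above the mean inhibition of all tested compounds plus 3 SD, set per campaign, cut at about 52% in these data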;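 also: 0% = DMSO treated cells and 100% = cells given Gossypol at 36 µM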
SRC1 inh = SRC1 coactivator transcriptional activity inhibitors, primary screen, cell-based, luminescence; Nuclear receptor coactivator 1 (Homo sapiens), Q15788; HEK293 GAL4-SRC1 luciferase reporter; inhibition, % at 3.6 µM; actives 0.12% (n = 360,000); AID 588354, 2011;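 active = inhibition above the campaign mean plus 3 SD, with each screening campaign given its own cutoff, cut at about 60% in these data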;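 also: 0% = DMSO treated cells and 100% = gossypol at 36 µM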
NR2F2 inh = NR2F2 transcriptional activity inhibitors, primary screen, cell-based, luciferase reporter, HEK293T, luminescence; inhibition, % at 8.6 µM; HEK293T NGFI-A luciferase reporter; actives 0.7% (n = 370,000); COUP transcription factor 2 (Homo sapiens), P24468;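 active = inhibition above a per-plate cutoff, mean inhibition of test wells between control levels plus 3 SD, cut at about 38% in these data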;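 also: cells cotransfected with COUP-TFII expression vector driving the NGFI-A reporter; 0% = median of COUP-TF2 test wells and 100% = reporter-only cells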
Target sequence (P24468 whole entry, looked up): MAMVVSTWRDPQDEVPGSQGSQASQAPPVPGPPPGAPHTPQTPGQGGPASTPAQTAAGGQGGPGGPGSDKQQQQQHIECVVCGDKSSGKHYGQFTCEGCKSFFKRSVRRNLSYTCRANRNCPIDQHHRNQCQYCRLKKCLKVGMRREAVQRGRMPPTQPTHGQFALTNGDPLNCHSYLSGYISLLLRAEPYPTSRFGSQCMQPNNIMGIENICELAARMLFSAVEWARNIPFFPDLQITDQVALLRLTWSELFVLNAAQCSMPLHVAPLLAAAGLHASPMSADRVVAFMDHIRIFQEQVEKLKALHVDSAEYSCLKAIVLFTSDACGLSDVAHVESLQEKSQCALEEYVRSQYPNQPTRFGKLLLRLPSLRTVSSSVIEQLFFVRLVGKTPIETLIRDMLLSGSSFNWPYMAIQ
EBV LMP1 NFkB = EBV LMP1-driven NF-kappaB luciferase reporter inhibitors, primary screen, cell-based, luminescence, single point; actives 0.69% (n = 350,000); inhibition, % at 12.5 µM; LMP1-induced NF-kappaB luciferase reporter cells; in the data active = inhibition above about 41%;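 also: 0% = neutral control wells and 100% = reference inhibitor control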
NCOA3 inh = SRC3 coactivator transcriptional activity inhibitors, primary screen, cell-based, luminescence; AID 588352, 2011; Nuclear receptor coactivator 3 (Homo sapiens), Q9Y6Q9; HEK293 GAL4-SRC3 luciferase reporter; actives 0.17% (n = 360,000); inhibition, % at 3.6 µM;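 active = inhibition above a per-campaign cutoff, the mean of all compounds plus 3 SD, cut at about 60% in these data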;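 also: 0% = DMSO-treated cells and 100% = gossypol-treated cells at 36 µM; higher means less SRC3-driven luciferase light from the GAL4 reporter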
NR5A2 inv ag = LRH-1 (NR5A2) inverse agonists, primary screen, cell-based, luminescence, HEK293T, StAR-luciferase reporter. Nuclear receptor subfamily 5 group A member 2 (Homo sapiens), O00482. actives 0.13% (n = 360,000). AID 602396, 2012. inhibition, % at 3.6 µM. LRH-1 transfected, 24 h;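 active = inhibition above the mean inhibition of all tested compounds plus 3 SD, cut at about 73% in these data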;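 also: 0% = DMSO wells and 100% = reporter-only cells lacking LRH-1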
Target sequence (O00482 whole entry, looked up): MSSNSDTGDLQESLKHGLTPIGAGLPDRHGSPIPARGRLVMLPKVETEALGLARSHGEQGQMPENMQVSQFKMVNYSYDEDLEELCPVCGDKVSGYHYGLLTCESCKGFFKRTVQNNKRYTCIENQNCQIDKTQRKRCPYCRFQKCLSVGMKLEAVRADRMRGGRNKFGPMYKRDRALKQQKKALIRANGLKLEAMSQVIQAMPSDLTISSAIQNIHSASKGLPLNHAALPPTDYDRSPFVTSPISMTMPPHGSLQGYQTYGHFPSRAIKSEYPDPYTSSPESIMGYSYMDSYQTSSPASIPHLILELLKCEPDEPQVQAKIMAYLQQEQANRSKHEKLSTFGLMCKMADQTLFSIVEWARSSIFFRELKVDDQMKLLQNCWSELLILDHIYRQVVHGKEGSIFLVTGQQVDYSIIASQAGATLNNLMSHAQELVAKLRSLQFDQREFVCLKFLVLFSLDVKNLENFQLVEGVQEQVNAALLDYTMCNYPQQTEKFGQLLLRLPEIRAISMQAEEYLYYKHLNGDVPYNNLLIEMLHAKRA
TROY NFkB inh = inhibitors of TROY-driven NF-kB signaling, primary screen, Q293 LMP1-TROYcd cells, NF-kB luciferase, uHTS; actives 0.98% (n = 360,000); AID 1347056, 2019; inhibition, % at 10 µM; Q293 LMP1-TROYcd NF-kB luciferase reporter, 4 h;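 active = compounds whose plate-normalised and pattern-corrected inhibition of the luciferase reporter signal at the single screening dose is 50% or more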
The depositor's hits bear a star; x = not tested or not shown. An unsorted share of the library. About 4.2% of those tested had a hit in this group.

SMILES	CF NFkB block	TRAIL sens C8	TWEAK Fn14 block	KKLEB tox	SRC2 inh	SRC1 inh	NR2F2 inh	EBV LMP1 NFkB	NCOA3 inh	NR5A2 inv ag	TROY NFkB inh
O=C(NO)c1ccc(OC(F)F)cc1	16	8	-13	13	17	18	45*	29	9	5	18
O=C(Nc1ccc2c(c1)OCO2)c1cc(-c2cccc(O)c2)on1	-43	5	10	8	-62	-13	-53	-16	-28	-59	-82
COc1ccc(C(=O)CSc2nnc3n2CCCN3C(=O)Nc2ccccc2)cc1	-3	-5	-6	0	-15	-5	2	x	3	-12	0
COC(=O)c1cc2c(ccn2-c2ccc(F)cc2)n1Cc1ccc(OC)cc1	1	12	-1	-1	-29	-10	-19	-17	1	6	-22
Cc1ccsc1C1C(C#N)=C(N)OC2=C1C(=O)CC(C)(C)C2 (stereo unspecified)	-3	-11	-5	-2	-13	-1	4	-5	2	12	-6
CCOc1cc(NC(=S)NCCc2ccccc2)c(OCC)cc1NC(C)=O	-6	-7	-2	15	14	-22	3	4	-3	12	-21
C/C=C/c1cccc(-c2nc(C(=O)NC3CCC3)cc3c2[C@H](CCO)N(S(=O)C(C)(C)C)C3)c1 (stereo partly specified)	-12	3	-23	-6	-25	-3	6	x	4	5	18
O=C(NCC(c1ccco1)N1CCN(c2ccccc2F)CC1)c1cccs1 (stereo unspecified)	-7	14	0	3	-35	-62	4	-1	-3	-28	-8
O=C(N/N=C/c1cccnc1)c1cc(-c2ccc(Cl)cc2)nc2ccccc12	-8	33	-22	-4	25	-1	2	-7	5	2	0
CCc1nc2ccccc2c(=O)n1/N=C/c1ccc(Cl)cc1	-3	13	-8	1	-14	-1	-14	1	-10	13	-12
COc1ccccc1CC(=O)NNS(=O)(=O)c1ccc([N+](=O)[O-])cc1	-6	-2	2	4	-11	-1	5	-3	18	-4	-6
CC1(NC(=O)/C=C/c2nc3ccccc3s2)CCS(=O)(=O)C1 (stereo unspecified)	23	9	-14	-22	-34	-13	-15	-4	0	36	29
CC1=C(C(=O)N2CCOCC2)CC(CC(=O)NC2CCCCC2)C(=O)N1CCCN1CCCC1=O (stereo unspecified)	18	-5	7	0	16	-43	0	4	-1	-7	0
c1ccc(-c2ccncn2)cc1	-9	-2	-8	14	-3	-5	1	-2	-26	6	0
C=CCNCCCCOc1cccc(Br)c1	-5	3	-3	6	24	-7	-8	-8	0	-3	15
C/C(Cn1cnc([N+](=O)[O-])n1)=N\NC(=O)c1cccnc1	-14	-3	-9	10	0	-13	-19	7	4	-1	3
CC(=O)Nc1ccc(NC(=O)CC23CC4CC(CC(C4)C2)C3)cc1	21	-16	32	-3	8	-14	-21	-7	-20	6	-27
CC(C)CC(=O)c1c[nH]c(C(=O)NCc2ccccc2)c1	-1	-8	0	5	17	-30	15	-1	1	-28	1
Cc1ccc(Nc2cc(C(=O)NCCCN3CCOCC3)c3ccccc3n2)c(C)c1	-4	4	0	8	10	-32	13	5	15	21	-4
COc1ccc(/C(O)=C2/C(=O)C(=O)N(CCCN(C)C)C2c2cccc(Cl)c2)cc1OC (stereo unspecified)	-28	1	15	6	14	-10	0	1	4	5	-17
O=S(=O)(/C=C/c1ccccc1)c1ccccc1	-19	12	4	19	-22	7	-1	-16	1	-2	-7
O=C(CCC(=O)Nc1nnc(C2CCCCC2)s1)NCc1ccccc1	-2	-8	-11	-5	-20	3	18	-1	10	8	-16
O=C(COC(=O)CNC(=O)c1ccccc1)Nc1cccc(Br)c1	0	-12	7	6	7	13	-19	-2	10	3	5
CC(=O)Nc1ccc(NC(=O)C(C)Sc2nc3nc(C)cc(C)n3n2)cc1 (stereo unspecified)	-27	-13	8	2	-4	3	5	8	-13	-6	-8
CCOC(=O)CCCCC(=O)c1[nH]c(=O)[nH]c1CSc1nc(C)cc(=O)[nH]1	-14	10	-17	3	13	6	18	-6	9	-16	-7

Continued; the last 2 above are carried over.
SMILES	CF NFkB block	TRAIL sens C8	TWEAK Fn14 block	KKLEB tox	SRC2 inh	SRC1 inh	NR2F2 inh	EBV LMP1 NFkB	NCOA3 inh	NR5A2 inv ag	TROY NFkB inh
CC(=O)Nc1ccc(NC(=O)C(C)Sc2nc3nc(C)cc(C)n3n2)cc1 (stereo unspecified)	-27	-13	8	2	-4	3	5	8	-13	-6	-8
CCOC(=O)CCCCC(=O)c1[nH]c(=O)[nH]c1CSc1nc(C)cc(=O)[nH]1	-14	10	-17	3	13	6	18	-6	9	-16	-7
CCCS(=O)(=O)NC(=O)C1(C)CCN(C(=O)CSc2ccccc2)C1 (stereo unspecified)	-40	-1	23	16	-27	5	13	x	-4	4	-6
CCOC(=O)/C(=N\Nc1ccccc1)S(=O)(=O)c1ccccc1	-14	2	-6	-14	-8	-6	-3	-5	-10	-18	9
Cc1cc(C)nc(Sc2ncnc3sc4c(c23)CCC4)n1	2	-15	8	-8	-12	-24	-4	4	13	6	-1
COc1ccc(CCNC(=O)c2cc(-c3ccccn3)nc3c(Cl)cccc23)cc1OC	-8	22	17	-7	7	6	17	-23	7	11	10
O=C(Nc1ccncc1)c1cc(S(=O)(=O)N2CCOCC2)ccc1Cl	5	5	4	-12	-8	0	17	1	7	6	0
CC(=O)Nc1ccc(SCC(=O)NC(=O)c2ccc(S(=O)(=O)N(C)C)cc2)cc1	-16	-2	-9	30	12	6	2	-2	5	-11	9
CC(C)(C)NC(=O)NC(=O)COC(=O)c1ccc(OC(F)F)cc1	-9	13	-16	13	-12	-10	15	3	18	-16	17
Cc1ccc(C)c(S(=O)(=O)N2CCN(C(=O)Cc3ccc(S(=O)(=O)N4CCOCC4)s3)CC2)c1	10	6	-1	3	9	2	16	4	-16	-14	7
COc1ccc(-c2nc(CS(=O)(=O)CC(=O)Nc3ccc(Cl)cc3)c(C)o2)cc1	7	-6	-23	-2	-9	-5	-5	5	-17	-26	-25
Cc1nn(CC(=O)N2CCCc3ccccc32)c(C)c1[N+](=O)[O-]	-12	-12	34	10	-4	-2	11	-6	0	13	14
CC1CCCc2sc3ncn(N)c(=N)c3c21 (stereo unspecified)	10	5	13	27	43	21	12	8	27	-9	38
CCCCN1CC(=O)N2[C@H](c3ccc(OC)cc3)[C@@H]3C(=O)N(CC)C(=O)[C@@H]3[C@]2(Cc2ccccc2)C1=O	8	8	3	17	1	12	3	3	13	-12	12
c1csc(CNc2nc(Oc3ccncc3)c3sccc3n2)c1	-15	-15	27	-1	-7	-1	-31	x	0	-6	-7
COCCn1c(SCC(=O)Nc2ccc(C(C)=O)cc2)nc2c([nH]c3ccccc32)c1=O	2	14	-27	-16	0	-12	-14	4	8	21	10
CCOC(=O)C1(CCOc2ccccc2)CCN(Cc2ccc(OCCO)cc2)CC1	5	10	15	0	26	4	6	0	7	19	-3
CCc1ccccc1N/N=C(/C)c1c(O)cc(C)oc1=O	8	1	-15	-4	-22	-9	2	-6	-5	6	-8
Cc1ncc([N+](=O)[O-])n1CCOC(=O)NC(Nc1ccc(F)cc1)C(Cl)(Cl)Cl (stereo unspecified)	13	-2	-1	4	11	12	-4	-19	21	4	0
O=C(Nc1ccccc1)c1ccc(Br)c(S(=O)(=O)Nc2cccnc2)c1	11	-12	-2	-10	-14	1	-7	-1	-17	-13	0
CC(C)C(=O)N1CCCC1(C)C(=O)Nc1ccc(-n2cncn2)cc1 (stereo unspecified)	-9	-1	6	15	2	5	-16	x	11	4	0
CCOC(=O)CNC(=O)Cn1cnc2c(nnn2-c2cccc(Cl)c2)c1=O	-10	-9	7	-6	-4	-19	0	-1	8	-22	5
CCOC1=C2[C@@H](CN(S(=O)(=O)c3ccc(C)cc3)[C@H]2c2cccc3ccccc23)[C@H]2C(=O)N(C)C(=O)[C@H]2C1	6	-5	22	-17	5	5	6	x	-19	-5	14
Cc1c(Cl)cccc1-n1c(SCC(=O)N(C)Cc2ccccc2)nnc1-c1ccncc1	6	-7	-1	-9	4	-32	5	3	1	24	-8
O=C(Cc1nnc(NC(=O)Nc2ccc(F)cc2)s1)Nc1ccccc1	16	-5	-7	-6	0	-16	-17	6	7	-7	-20
CCOC(=O)/C=C/C(=O)Nc1ccc(S(=O)(=O)N2CCCCCC2)cc1	19	20	22	-8	20	-1	-7	-2	3	21	-1
CC(C)NC(=O)c1ccc(-c2ccc(F)c(F)c2)c2ccoc12	-20	10	-26	0	-3	-15	-5	x	-24	-18	-1
Carrying on.
SMILES	CF NFkB block	TRAIL sens C8	TWEAK Fn14 block	KKLEB tox	SRC2 inh	SRC1 inh	NR2F2 inh	EBV LMP1 NFkB	NCOA3 inh	NR5A2 inv ag	TROY NFkB inh
O=C(NC1CC1)C1=C[C@H](c2ccc(C(F)(F)F)cc2)C[C@H](OCc2ccc(CO)cc2)O1	2	-20	-8	-1	12	5	-9	1	0	-10	-23
COc1ccc(C)cc1S(=O)(=O)NCC(c1cccnc1)N1CCc2ccccc2C1 (stereo unspecified)	7	4	-10	-8	-4	-1	6	5	23	13	18
O=C(CN(Cc1ccc(F)cc1)C(=O)CCC(=O)Nc1ccccn1)NCc1ccco1	2	-7	-10	9	-9	-14	-3	11	11	-14	-24
COc1cc(/C=C(/C#N)c2ccc(F)cc2)ccc1OCc1ccc(C(=O)O)o1	-2	9	2	11	-9	12	17	-23	3	10	-4
CC(O)c1ccc2c(c1)OCCOCCN(C)CCOCCO2 (stereo unspecified)	-34	1	4	5	-18	2	0	-10	0	-6	5
Cn1cc(-c2csc(C(O)c3ccc(F)c(F)c3)n2)cn1 (stereo unspecified)	-2	-15	1	0	-7	1	2	x	-6	5	-7
COC(=O)c1nc[nH]c1[N+](=O)[O-]	-30	-4	13	21	-24	1	-1	-4	10	18	-14
COCCNC(=O)CSc1ccc(Cl)cc1	-25	0	7	6	10	-16	-9	5	11	-18	7
Cc1cc(Cl)ccc1Oc1nccc(N(C)C)c1C#N	3	-4	7	6	6	-8	8	-2	4	-26	-3
Cc1ccc(S(=O)(=O)N2CCC(C)CC2)cc1	-1	-16	-6	13	8	10	1	3	3	-6	-9
COCCn1c(N)c(C(=O)NS(=O)(=O)c2ccc(C)cc2)c(=O)[nH]c1=O	-6	1	20	12	15	10	-3	-2	20	11	13
COc1ccc(C(=O)Nn2c(C)nc3ccccc3c2=O)cc1	-12	-5	17	6	14	11	-12	-11	-16	-13	-4
COc1cc(C2C3=C(CCCC3=O)Nc3[nH]n(-c4ccccc4)c(=O)c32)ccc1OC(C)=O (stereo unspecified)	-10	-9	15	-9	-7	-2	-5	-17	-16	3	-6
